# Assay outcomes from PubChem BioAssay.
# TWEAK Fn14 block = TWEAK-Fn14 signaling inhibition; TWEAK-stimulated Fn14 reporter cells, luciferase luminescence, 8 h; inhibition, % at 10 µM; 360,000 compounds, 2% hits; in the data active = inhibition above about 50%
# NR5A2 inv ag = suppresses constitutive activity of human LRH-1 | O00482 | HEK293T StAR-luciferase reporter, LRH-1 transfected, 24 h | inhibition, % at 3.6 µM | 360,000 compounds, 0.13% hits | AID 602396;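 active = inhibition above the mean inhibition of all tested compounds plus 3 SD, cut at about 73% in these data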;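 also: 0% = DMSO wells and 100% = reporter-only cells lacking LRH-1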
# CF NFkB inh = blocks PAF-induced NF-kB reporter in cystic fibrosis cells; 360,000 compounds, 0.86% hits; KKLEB NF-kB-GFP reporter, GFP fluorescence overnight; inhibition, % at 5 µM;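 active = at least 50% inhibition at 5 µM, scaled per plate between neutral and stimulator controls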;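 also: PAF is a Pseudomonas aeruginosa culture filtrate used as stimulus; plate controls were PAF-stimulated DMSO wells for no effect and unstimulated DMSO wells for full effect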
# NCOA3 inh = inhibits human SRC3 coactivator | 360,000 compounds, 0.17% hits | inhibition, % at 3.6 µM | Q9Y6Q9 | HEK293 GAL4-SRC3 luciferase reporter, luminescence;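 active = inhibition above a per-campaign cutoff, the mean of all compounds plus 3 SD, cut at about 60% in these data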;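 also: 0% = DMSO-treated cells and 100% = gossypol-treated cells at 36 µM; higher means less SRC3-driven luciferase light from the GAL4 reporter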
# Target sequence (Q9Y6Q9 whole entry, looked up, the tested form may be a part): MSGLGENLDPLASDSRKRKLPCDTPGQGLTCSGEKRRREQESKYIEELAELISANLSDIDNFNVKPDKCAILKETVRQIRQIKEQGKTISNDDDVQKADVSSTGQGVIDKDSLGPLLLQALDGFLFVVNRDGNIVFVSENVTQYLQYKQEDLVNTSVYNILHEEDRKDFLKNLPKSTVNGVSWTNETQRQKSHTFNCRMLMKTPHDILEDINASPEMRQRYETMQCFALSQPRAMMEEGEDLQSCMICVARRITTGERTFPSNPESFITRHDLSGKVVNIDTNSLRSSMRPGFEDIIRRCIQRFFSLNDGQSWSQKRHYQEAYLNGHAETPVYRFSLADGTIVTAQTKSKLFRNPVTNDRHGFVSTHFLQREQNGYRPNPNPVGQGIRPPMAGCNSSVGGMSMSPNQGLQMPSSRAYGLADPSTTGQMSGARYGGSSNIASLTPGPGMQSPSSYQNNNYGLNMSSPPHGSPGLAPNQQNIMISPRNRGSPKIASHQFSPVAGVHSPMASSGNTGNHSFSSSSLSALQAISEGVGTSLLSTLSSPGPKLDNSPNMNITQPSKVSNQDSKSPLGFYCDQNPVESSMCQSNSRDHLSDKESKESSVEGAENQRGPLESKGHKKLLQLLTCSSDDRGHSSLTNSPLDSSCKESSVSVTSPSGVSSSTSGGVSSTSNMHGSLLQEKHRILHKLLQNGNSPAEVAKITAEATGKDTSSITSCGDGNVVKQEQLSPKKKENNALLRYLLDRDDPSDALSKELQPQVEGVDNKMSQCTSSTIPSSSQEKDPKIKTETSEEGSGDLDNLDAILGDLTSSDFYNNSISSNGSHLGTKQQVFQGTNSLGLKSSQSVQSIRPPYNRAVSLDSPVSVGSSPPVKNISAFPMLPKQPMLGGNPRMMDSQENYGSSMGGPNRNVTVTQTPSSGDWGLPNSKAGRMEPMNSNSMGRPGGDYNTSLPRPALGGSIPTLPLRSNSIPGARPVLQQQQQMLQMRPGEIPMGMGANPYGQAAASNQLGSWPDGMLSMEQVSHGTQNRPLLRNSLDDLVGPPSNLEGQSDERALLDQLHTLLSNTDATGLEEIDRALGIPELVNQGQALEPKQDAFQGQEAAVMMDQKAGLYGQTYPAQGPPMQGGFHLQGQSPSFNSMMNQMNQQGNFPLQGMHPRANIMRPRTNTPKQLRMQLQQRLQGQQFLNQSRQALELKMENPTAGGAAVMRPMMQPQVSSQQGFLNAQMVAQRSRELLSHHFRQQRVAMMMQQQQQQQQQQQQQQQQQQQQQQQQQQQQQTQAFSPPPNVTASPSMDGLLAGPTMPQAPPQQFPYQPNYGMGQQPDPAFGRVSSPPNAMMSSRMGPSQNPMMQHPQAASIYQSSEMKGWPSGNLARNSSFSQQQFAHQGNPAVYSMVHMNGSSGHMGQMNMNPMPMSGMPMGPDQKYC
# TRAIL sens C8 = sensitizes caspase-8 expressing cells to TRAIL. NB7+C8 cells + TRAIL, ATPlite viability luminescence. inhibition (viability loss, TRAIL sensitization), % at 10 µM. 360,000 compounds, 1% hits;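 active = compounds causing at least 50% loss of cell viability in the single-dose screen, relative to plate controls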
# SRC1 inh = human NCOA1 inhibition; Q15788; HEK293 GAL4-SRC1 luciferase reporter, luminescence; inhibition, % at 3.6 µM; 360,000 compounds, 0.12% hits; AID 588354;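 active = inhibition above the campaign mean plus 3 SD, with each screening campaign given its own cutoff, cut at about 60% in these data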;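 also: 0% = DMSO treated cells and 100% = gossypol at 36 µM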
# TROY signal inh = inhibitors of TROY-dependent NF-kB signaling; 360,000 compounds, 0.98% hits; inhibition, % at 10 µM; Q293 LMP1-TROYcd NF-kB luciferase reporter, 4 h;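 active = compounds whose plate-normalised and pattern-corrected inhibition of the luciferase reporter signal at the single screening dose is 50% or more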
# NCOA2 inhibitor = inhibits human steroid receptor coactivator 2. HEK293 GAL4-SRC2 luciferase reporter, luminescence. Q15596. 370,000 compounds, 0.17% hits. inhibition, % at 9 µM;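 active = inhibition above the mean inhibition of all tested compounds plus 3 SD, set per campaign, cut at about 52% in these data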;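 also: 0% = DMSO treated cells and 100% = cells given Gossypol at 36 µM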
# EBV LMP1 NFkB = inhibitors of Epstein-Barr LMP1-induced NF-kappaB reporter. 350,000 compounds, 0.69% hits. inhibition, % at 12.5 µM. LMP1-induced NF-kappaB luciferase reporter cells, luminescence; in the data active = inhibition above about 41%;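 also: 0% = neutral control wells and 100% = reference inhibitor control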
# KKLEB tox = CF airway cell cytotoxicity counter-screen; KKLEB CF airway cells viability, ATPlite luminescence, overnight; stronger effect = lower value; cells stimulated with P. aeruginosa culture filtrate; activity change (cytotoxicity), % at 5 µM; 360,000 compounds, 0.36% hits; AID 602141;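 active = corrected activity change at or below -50% at 5 µM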
# NR2F2 inh = inhibitors of human COUP-TFII (NR2F2). HEK293T NGFI-A luciferase reporter, luminescence. 370,000 compounds, 0.7% hits. inhibition, % at 8.6 µM;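 active = inhibition above a per-plate cutoff, mean inhibition of test wells between control levels plus 3 SD, cut at about 38% in these data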;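 also: cells cotransfected with COUP-TFII expression vector driving the NGFI-A reporter; 0% = median of COUP-TF2 test wells and 100% = reporter-only cells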
# An asterisk follows results filed as active; . = not tested or not shown. An unsorted share of the library. Share with any hit: about 4.2%.
SMILES,TWEAK Fn14 block,NR5A2 inv ag,CF NFkB inh,NCOA3 inh,TRAIL sens C8,SRC1 inh,TROY signal inh,NCOA2 inhibitor,EBV LMP1 NFkB,KKLEB tox,NR2F2 inh
COc1ccc(/C=C2/N=C(c3cccs3)OC2=O)cc1OC(C)C,-5.7,10.3,-9.8,-7.8,-6.9,-6.5,2.7,10.0,-6.3,3.8,-22.7
CCSc1nc(C2CC2)cc(-c2cccs2)c1C#N,40.9,12.9,12.2,10.7,-12.2,-16.6,11.5,10.6,-1.5,-13.6,10.5
N=c1oc2ccc(Br)cc2cc1C(=O)NCc1ccc(F)cc1,-9.3,11.6,17.2,0.2,7.2,2.6,-2.6,-37.4,-12.4,-13.9,-6.8
Cc1ccc2nc3c(c(Nc4ccccc4)c2c1)CCC3,-11.7,11.8,1.0,15.8,-2.1,8.8,-4.5,8.8,0.5,1.6,-5.6
Cc1ccc(-c2ccc(CCC(=O)O)n2-c2cccc(C(=O)O)c2)cc1,-25.7,-148.2,1.0,-65.4,1.9,-50.0,-27.7,-27.3,-11.8,6.2,-22.3
Cc1nn2c(NCCCn3ccnc3)cc(C(C)C)nc2c1-c1ccccc1,-23.1,-7.8,2.1,11.0,6.6,9.1,9.6,-6.9,-6.7,-5.4,9.6
Cn1ccnc1SCC(=O)c1cc2ccccc2o1,3.4,-8.6,1.5,-9.2,-3.8,-5.3,-12.0,-29.5,-9.1,-0.5,-1.0
Cc1ccc(NC(=O)COC(=O)C(NS(=O)(=O)c2ccc(Cl)cc2)C(C)O)c(Br)c1 (stereo not drawn),13.9,59.4,6.8,22.6,12.5,7.1,-1.4,22.9,-1.9,-0.7,-5.2
CCOCCCNCC(=O)NC1(C)C2CCC(C2)C1(C)C (stereo not drawn),-6.4,-2.3,3.7,-19.5,-0.7,-10.3,16.0,3.4,-2.0,-4.1,6.5
CCOc1cc(S(=O)(=O)NC2CC(C)(C)NC(C)(C)C2)ccc1F,6.9,-4.6,4.0,5.3,10.5,-27.9,-3.1,-13.9,-9.6,-6.2,-9.8
Cc1nc2sc(C(c3ccco3)N3CCN(c4ccccc4F)CC3)c(O)n2n1 (stereo not drawn),7.8,1.9,-13.7,0.3,-9.4,8.6,11.6,-36.2,-6.3,22.8,0.9
CCCOc1ccc(C(C)=O)cc1CSCCC#N,7.4,5.5,-0.2,-13.1,-9.7,-6.0,-6.1,-13.3,1.6,-6.3,-3.5
O=C1c2ccccc2NC(c2cccc(F)c2)N1Cc1ccccc1 (stereo not drawn),-14.4,3.2,23.0,21.8,-7.1,7.1,19.2,18.6,6.0,2.1,2.8
COC(=O)c1ccccc1NC(=O)CN(CCc1ccccc1)S(C)(=O)=O,11.6,-3.3,5.7,-17.6,22.6,-4.3,9.1,-21.5,-2.9,-4.0,-1.2
CC(=O)/C=C/c1ccc2ccccc2n1,63.8*,-2.3,33.1,45.0,14.9,4.1,-6.6,30.2,20.5,-9.7,-20.1
Cc1ccc(NC(=O)CSc2nnc(-c3cccnc3)o2)c(C)c1,6.1,5.7,4.0,0.8,19.3,-14.1,-8.7,-58.3,4.9,-5.1,-18.5
CC(C)C(NS(=O)(=O)c1cccs1)C(=O)Nc1nc(C(C)(C)C)cs1 (stereo not drawn),0.7,-5.1,-5.1,-2.6,8.4,-22.0,-11.3,8.9,-3.4,-5.3,0.9
COc1ccc(C(C)=O)cc1CN1C(=O)NC(CC(C)C)C1=O (stereo not drawn),-8.3,-13.9,18.7,8.3,-7.6,-2.9,-21.3,11.8,-24.9,-2.6,-8.5
CC(=O)N1N=C(c2ccccc2)CC1c1cccc([N+](=O)[O-])c1 (stereo not drawn),3.4,-8.9,-6.0,-8.1,-9.2,-6.5,-2.7,7.2,3.2,-2.4,5.0
CCC(C)[C@H](NC(=O)NCCCc1ccccc1)C(=O)OC (stereo partly drawn),2.1,19.8,4.0,20.8,-9.1,0.2,-14.7,13.2,-13.9,-5.4,14.0
COc1ccccc1CNc1ccc2nnc(CCNC(=O)c3ccc(C)cc3)n2n1,-15.3,-8.6,-7.2,8.2,-1.3,0.5,-20.8,17.8,3.0,-16.4,2.5
COc1ccc2cc(C#N)c(NC(C)C)nc2c1,5.8,7.7,13.0,14.5,11.6,-0.8,-4.9,0.2,1.9,-8.8,-0.7
Brc1cccc(-c2nc3ccc(Br)cn3c2Cc2ccccc2)c1,7.1,-25.5,19.3,-34.3,-2.9,-23.7,-12.9,-68.3,.,-29.3,-9.5
O=C(NCC1CCCO1)C1CC(=O)N(c2cccc(Cl)c2)C1 (stereo not drawn),0.6,5.7,-1.0,-10.9,-1.3,6.2,-2.9,-1.9,-2.5,0.8,-5.2
COc1ccc(-c2onc3ccc(C(C)=O)cc23)cc1,-16.1,-38.5,10.6,-22.6,-6.0,-40.3,-38.7,-10.0,-12.0,5.2,8.2
SMILES,TWEAK Fn14 block,NR5A2 inv ag,CF NFkB inh,NCOA3 inh,TRAIL sens C8,SRC1 inh,TROY signal inh,NCOA2 inhibitor,EBV LMP1 NFkB,KKLEB tox,NR2F2 inh
CCC1CCCCN1C(=O)CSc1nnc(CNC(=O)c2ccco2)o1 (stereo not drawn),2.6,-4.6,6.0,-10.3,2.2,-8.4,9.7,0.2,4.1,-5.6,14.3
COc1cc2c(cc1OC)C(COc1ccc(F)cc1)N(C(C)=O)CC2 (stereo not drawn),6.6,0.1,25.4,-3.6,-14.8,-10.3,2.6,-19.4,12.4,-13.1,5.8
O=C(/C(=C/O)N=Nc1ccccc1Cl)c1ccccc1,58.4*,2.5,36.8,26.3,5.4,-25.1,51.7*,-0.3,16.4,-18.8,-2.1
Cn1ccs/c1=N\C(=O)Nc1cccc(Cl)c1,-19.9,-125.8,-15.8,-79.2,2.7,-136.4,-52.5,-29.4,-5.9,7.9,-56.0
COC(=O)C1=C(C)NC2=C(C(=O)c3ccccc32)C1c1ccc(-c2ccc(C(=O)O)cc2)o1 (stereo not drawn),8.9,-14.9,76.6*,-7.6,4.9,-3.6,-1.7,.,4.8,-1.8,.
CC1=C(C(N)=O)C(c2ccc(Br)cc2)n2nc(CCCO)nc2N1 (stereo not drawn),17.2,14.4,11.0,-0.9,4.2,4.2,-22.4,16.4,1.7,-1.6,-1.3
COC(=O)c1ccccc1NC(=O)c1sc(=S)n(C)c1N,-0.9,1.8,-18.7,2.5,-12.7,-7.2,-24.1,3.9,0.2,13.5,15.9
CC(NC(=O)C(NS(=O)(=O)c1cccc2nsnc12)C(C)C)c1ccccc1 (stereo not drawn),-4.1,4.8,-21.4,-12.3,5.7,-2.6,-5.6,.,6.8,3.5,.
O=C(NCc1cccs1)Nc1cc(Cl)ccc1Cl,7.4,11.1,10.9,12.9,0.2,5.6,-4.4,-1.3,2.7,-17.6,15.0
COc1ccc(S(=O)(=O)Nc2ccc(-c3ccc(N4CCCC4)nn3)cc2)cc1C,-0.4,7.1,19.8,-22.4,1.8,-13.4,3.0,-3.6,-13.2,-16.3,12.4
FC(F)Oc1ccc(-n2cc(-c3ccc(Cl)cc3)[n+]3c2CCCCC3)cc1,-8.4,6.5,-3.9,21.5,9.1,0.0,6.9,-56.8,3.0,6.1,-7.4
Cc1c(C(=O)N2CCC(C(N)=O)CC2)sc(N)c1C#N,-13.3,3.1,-16.7,16.9,-9.0,-7.0,8.9,9.6,-8.8,3.2,6.2
CCCc1[nH]nc2c1C(c1ccc(OC)cc1OC)C(C#N)=C(N)O2 (stereo not drawn),-14.1,7.8,-9.6,-9.1,-11.8,-0.7,2.4,27.8,-3.6,6.0,9.5
COc1ccc(CNC(=O)CN2C(=O)CSc3ccc(S(=O)(=O)N4CCCCC4)cc32)cc1,2.1,-8.3,1.1,12.9,-15.1,-5.2,-11.2,31.2,-5.0,8.4,-17.1
COc1ccccc1C(=O)N=c1sc2c(C)ccc(OC)c2n1C,-8.1,-37.8,-4.3,-37.5,-3.6,-33.7,-38.1,-11.8,-23.4,7.2,-23.9
CC(C)Oc1ccc(CCC(=O)NNC(=S)Nc2ccccc2)cc1,-22.1,-5.9,-1.5,-6.2,-19.6,9.8,-0.1,0.9,0.3,-1.5,8.1
O=[N+]([O-])c1c(-c2cn[nH]c2)n[nH]c1-c1cn[nH]c1,10.1,10.6,-7.4,20.2,-3.7,5.2,-0.6,-16.8,2.4,6.5,16.6
CCC(=O)Nc1ccc(OCc2nnc3c4ccccc4c(C)nn23)cc1,15.4,-8.2,-21.5,10.0,15.8,4.5,4.8,-13.3,11.4,-0.8,-11.5
CC(=O)Nc1ccc(C(=O)COC(=O)C2CC2C)c(F)c1 (stereo not drawn),35.5,-89.6,3.8,-106.1,4.5,-110.8,38.1,-42.0,-21.8,-7.4,-67.3
CNC(=O)C[C@H]1C(=O)N(C2CCCCC2)C[C@@H]1CSC,14.9,3.4,-14.4,-29.1,-19.6,-0.1,5.8,5.2,-3.7,14.9,-1.8
Cc1ccc(C(=O)/C=C/NCc2ccc(F)cc2)cc1,-11.2,13.4,2.4,-16.1,-9.4,-30.6,-70.9,-24.1,-16.0,7.0,-1.5
CCCOc1ncnc2c1[nH]c1ccccc12,15.3,-2.1,-11.9,-5.0,13.6,-27.3,-21.3,6.8,1.7,-1.5,39.8*
COC(=O)c1cc(C(=O)c2ccc(Cl)cc2Cl)cn1C,-9.2,7.2,-13.7,5.9,-1.0,4.6,6.4,-18.6,1.5,-3.5,-12.7
Cc1cc(O)ccc1Nc1cc(-c2cccc(N(C)C)c2)ncn1,-31.9,-96.7,-7.0,-134.8,-1.8,-105.9,-62.1,-36.6,.,6.5,-38.7
CC1=CC(C)(C)N(C(=O)CN2C(=O)CCC2=O)c2ccc(C)cc21,0.0,11.8,-1.1,5.5,10.3,-5.3,7.7,-26.9,-7.3,0.8,12.2
CN(C(=S)SCc1ccccc1)C1CCS(=O)(=O)C1 (stereo not drawn),-17.6,0.0,0.6,19.7,-4.3,2.6,-11.5,-24.6,-1.4,4.6,-9.0
O=C(NC1CC2CCC(C1)N2Cc1ccco1)c1ccccc1 (stereo not drawn),-5.5,5.8,2.9,-9.8,-7.7,4.8,-36.1,0.1,14.5,-2.3,8.9
CCOC(=O)C(NC(=O)CC(C)C)(Nc1cc(C)on1)C(F)(F)F (stereo not drawn),-9.0,8.2,-14.2,4.3,-3.6,3.8,12.4,-9.0,3.2,12.5,-5.5
C#CCOCCOCCOCCNc1nc(OC)nc(N2CCN(C(=O)[C@H](CCC(=O)O)n3cc(C(N)CO)nn3)CC2)n1 (stereo partly drawn),-4.9,15.3,0.8,-2.5,-12.7,-2.5,-6.3,5.7,4.2,5.1,-6.3

# Exported as tab-separated lines: part of the list above.
structure	TWEAK Fn14 block	NR5A2 inv ag	CF NFkB inh	NCOA3 inh	TRAIL sens C8	SRC1 inh	TROY signal inh	NCOA2 inhibitor	EBV LMP1 NFkB	KKLEB tox	NR2F2 inh
COC(=O)C1=C(C)NC2=C(C(=O)c3ccccc32)C1c1ccc(-c2ccc(C(=O)O)cc2)o1 (stereo not drawn)	8.9	-14.9	76.6*	-7.6	4.9	-3.6	-1.7	.	4.8	-1.8	.
CC1=C(C(N)=O)C(c2ccc(Br)cc2)n2nc(CCCO)nc2N1 (stereo not drawn)	17.2	14.4	11.0	-0.9	4.2	4.2	-22.4	16.4	1.7	-1.6	-1.3
COC(=O)c1ccccc1NC(=O)c1sc(=S)n(C)c1N	-0.9	1.8	-18.7	2.5	-12.7	-7.2	-24.1	3.9	0.2	13.5	15.9
